RGS8-Gao: modulates binding of RGS8 to human Galphao; AID 1423; multiplexed bead flow cytometry; actives lie on both sides; hit rate 0.34% among 220,000; response (percent of control binding), % at 10 µM; in the data active means response below about 60% or above about 140%; inactive means in between;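 further: Galphao activated as the GDP aluminium fluoride complex binding bead-coupled RGS8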
Bcl-B Bim block: human Bim-Bcl-B interaction inhibition; hit rate 0.073% among 190,000; inhibition, % at 10 µM; AID 951; bead-based flow cytometry, Bim peptide-Bcl-B binding; Q9HD36;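 further: 0% = tracer peptide without compound and 100% = reference inhibitor peptide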
ABCG2 block: inhibitors of human ABCG2 transporter, ABCB1 counter-screen; Q9UNQ0; IgMXP3 cells, JC-1 efflux, flow cytometry; inhibition, % at 6.6 µM; hit rate 0.1% among 190,000;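 active means inhibition above 80%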;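 further: 0% = DMSO and 100% = nicardipine control wells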
Target sequence (Q9UNQ0 whole entry, looked up): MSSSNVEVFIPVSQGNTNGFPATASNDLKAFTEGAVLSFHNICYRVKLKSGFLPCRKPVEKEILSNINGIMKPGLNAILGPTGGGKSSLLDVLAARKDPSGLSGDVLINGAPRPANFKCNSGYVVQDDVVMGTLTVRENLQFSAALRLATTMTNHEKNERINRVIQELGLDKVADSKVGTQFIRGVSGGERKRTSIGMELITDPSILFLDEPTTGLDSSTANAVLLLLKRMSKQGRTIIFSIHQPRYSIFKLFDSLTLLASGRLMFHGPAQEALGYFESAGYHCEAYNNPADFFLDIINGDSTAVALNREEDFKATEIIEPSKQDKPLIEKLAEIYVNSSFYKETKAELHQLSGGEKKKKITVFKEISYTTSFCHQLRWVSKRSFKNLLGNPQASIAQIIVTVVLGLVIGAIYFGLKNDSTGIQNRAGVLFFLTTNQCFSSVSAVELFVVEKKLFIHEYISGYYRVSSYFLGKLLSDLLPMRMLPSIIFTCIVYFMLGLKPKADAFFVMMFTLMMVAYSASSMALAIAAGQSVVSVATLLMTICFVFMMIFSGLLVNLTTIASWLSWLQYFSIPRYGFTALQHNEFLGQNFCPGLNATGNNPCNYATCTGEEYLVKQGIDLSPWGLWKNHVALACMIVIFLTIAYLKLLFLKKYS
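Read-out basis: Efflux inhibition in percent versus controls | Test system: ABCG2 IgMXP3 and barcoded ABCB1 CCRF-Adr cell mix | Quantity: 3 million cells/mL in well | Schedule: 10 min at 25 °C | Control set: Nicardipine as high control, DMSO as low control | Reagent: JC-1 as fluorescent efflux pump substrate | Signal: Flow cytometry of retained JC-1 fluorescence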
GSH fluor: compound fluoresces at 488/530 nm on GSH beads. GSH beads flow cytometry, compound fluorescence 488/530 nm; stronger effect = higher value. fluorescence (KMESF) at 10 µM. hit rate 0.25% among 190,000; in the data active means fluorescence above about 89;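 further: glutathione beads carrying GST-tagged Bcl family fusion proteins plus one bare bead set; values are compound well signal with DMSO vehicle wells as background; inactives centre near 16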
Bim-Bcl-W: human Bim-Bcl-W interaction inhibition; Q92843; bead-based flow cytometry, Bim peptide-Bcl-W binding; inhibition, % at 10 µM; hit rate 0.02% among 190,000;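 further: 0% = bound tracer without compound and 100% = peptide blocker; higher means less fluorescent Bim peptide bound to Bcl-W beads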
RGS7-Gao reg: modulates binding of RGS7 to human Galphao. hit rate 0.35% among 220,000. binding response (% of control), % at 10 µM. P09471. Multiplexed bead flow cytometry; actives lie on both sides. AID 1439; in the data active means binding response below about 49% or above about 150%; inconclusive means no clear call, values can overlap the other calls; inactive means in between;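 further: fluorescent Galphao held in activated GDP-AlF4 state binding bead-coupled RGS7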
ABCB1 block: inhibitors of human ABCB1 transporter, ABCG2 counter-screen; CCRF-Adr cells, JC-1 efflux, flow cytometry; inhibition, % at 6.6 µM; hit rate 0.067% among 190,000; AID 1326; in the data active means inhibition above about 40%;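 further: 0% = vehicle and 100% = reference inhibitor; higher value means more JC-1 retained so stronger ABCB1 efflux block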
Bcl-XL Bim block: disrupts Bim peptide binding to human Bcl-XL. Q07817. bead flow cytometry, fluorescence. inhibition, % at 10 µM. hit rate 0.04% among 190,000. AID 1007
Target sequence (Q07817 whole entry, looked up): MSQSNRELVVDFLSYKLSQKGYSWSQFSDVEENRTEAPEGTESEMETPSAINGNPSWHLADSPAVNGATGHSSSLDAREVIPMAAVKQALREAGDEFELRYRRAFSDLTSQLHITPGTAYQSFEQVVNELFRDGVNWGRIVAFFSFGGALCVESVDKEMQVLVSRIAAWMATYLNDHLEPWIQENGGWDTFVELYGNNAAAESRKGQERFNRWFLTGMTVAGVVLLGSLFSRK
RGS4-Gao reg: modulates binding of RGS4 to human Galphao; binding response (% of control), % at 10 µM; AID 1415; Multiplexed bead flow cytometry; actives lie on both sides; P09471; hit rate 0.33% among 220,000; in the data active means binding response below about 49% or above about 150%; inactive means in between;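 further: fluorescent Galphao activated with aluminum fluoride binding bead-coupled RGS4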
Bcl-2 Bim block: inhibitors of Bim-Bcl-2 interaction, human; P10415; Bead-based flow cytometry, Bim peptide-Bcl-2 binding; hit rate 0.06% among 190,000; AID 950; inhibition, % at 10 µM; in the data active means inhibition above about 40%; inconclusive means no clear call, values can overlap the other calls;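 further: 0% = no compound wells with probe peptide and 100% = reference peptide inhibitor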
Bim-Bfl-1: inhibitors of Bim-Bfl-1 interaction, human; Bead-based flow cytometry, Bim-Bfl-1 binding inhibition; hit rate 0.12% among 190,000; inhibition, % at 10 µM; Q16548;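 further: 0% = wells without compound plus tracer and 100% = blocker peptide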
An asterisk follows results filed as active; ? = inconclusive; [ ] = remark or other dose. Unless noted, no stated cut-off is given here; in the data, active means inhibition above about 40%.

SMILES	RGS8-Gao	Bcl-B Bim block	ABCG2 block	GSH fluor	Bim-Bcl-W	RGS7-Gao reg	ABCB1 block	Bcl-XL Bim block	RGS4-Gao reg	Bcl-2 Bim block	Bim-Bfl-1
CCN1C(=O)C(CC(=O)Nc2cccc(C(C)=O)c2)S/C1=N\c1ccccn1 (configuration not stated)	101	-4	8	10	0	98	1.1	-6	98	-2	0
COc1cc2c(cc1NC(=O)c1cncc(Br)c1)oc1ccccc12	101	-12	41	30	-2	100	0.5	-6	103	-8	-17
CC(NCc1cccc(OCc2ccccc2)c1)C(O)c1ccccc1 (configuration not stated)	103	-7	2	23	-2	102	1.1	0	99	0	1
COc1ccccc1N1CCN(C(=O)c2ccc(CS(=O)(=O)c3ccccc3OC)o2)CC1	97	0	4	34	-2	76	1.1	-4	65	-4	-2
CCOC(=O)c1sc(NC(=O)CSc2nc3c(cc2C#N)CCCCC3)c(C#N)c1C	101	-2	2	9	-1	96	0.6	-2	96	-2	-1
COc1ccc(N(CC(=O)Nc2ccc3c(c2)OCO3)S(=O)(=O)c2c(C)nn(C)c2C)cc1	98	-7	7	14	0	99	1.1	-3	99	-8	-13
Cc1ccc(C(=O)c2cc3ccccc3o2)cc1[N+](=O)[O-]	106	-4	16	18	1	109	-0.1	-4	106	0	-4
COC(=O)c1sccc1NC(=O)CSCC(=O)O	91	-1	4	12	-4	102	0.8	-2	105	-1	-8
O=C1/C(=C\c2ccccn2)SC(=S)N1Nc1ncc(C(F)(F)F)cc1Cl	109	-5	0	12	0	101	-0.1	1	98	0	6
COc1ccc(F)cc1C(=O)C1CCCN(Cc2ccc3c(c2)OCCO3)C1 (configuration not stated)	100	-4	1	9	-3	106	0.7	-5	100	-5	-7
CCOC(=O)C1(Cc2ccccc2)CCN(Cc2csc(C(C)=O)c2)CC1	98	-2	3	13	-3	91	2.5	-7	95	-5	-5
O=C1COc2ccc(C(=O)COC(=O)CNC(=O)C3CCCCC3)cc2N1	145*[activator]	-1	1	13	-3	167*[activator]	0.5	0	153*[activator]	-1	-7
C=CCn1c(O)c(CN2CCN(Cc3ccccc3)CC2)c(C)c(C#N)c1=O	104	-6	2	39	2	105	-0.3	3	108	-7	-9
O=C(Cc1ccccc1)N/N=C/c1cccs1	103	-1	1	25	0	106	0.3	2	104	-3	0
Cc1ccc(NC(=O)Nc2cc(Cl)ccc2C2COC(=O)C2=N)cc1 (configuration not stated)	95	2	7	21	-1	96	1.1	-3	90	0	3
O=C(NCCCn1ccnc1)c1noc2c1CCCC2	104	-1	2	11	-1	100	0.6	0	101	1	-1
CC(=O)N(CC(=O)O)c1ccccc1C(=O)O	104	-4	3	4	2	107	0.4	-2	104	-7	-7
CCCCC(=O)C1CCN(Cc2ccccc2)CC1	96	-3	2	10	1	96	0.5	-3	94	-6	-8
CCOC(=O)N1CCC(NC(=O)CS(=O)(=O)Cc2nc(-c3ccccc3C)oc2C)CC1	103	-11	3	15	-3	110	0.8	-5	107	-7	-17
OC(c1ccccc1)(c1ccccc1)C1CCN(C(=S)NCCc2ccccc2)CC1	103	5	-5	19	0	107	-2.5	0	101	1	4
N#Cc1ccc(CSc2nnc(-c3ccccn3)n2-c2ccc(Cl)cc2)cc1	101	-10	1	42	-3	100	1.3	-10	100	-5	-8
O=C1NC(c2ccco2)Nc2ccccc21 (configuration not stated)	103	0	7	11	4	100	0.6	3	106	0	-3
N#CCCN(CCC#N)C(=O)c1ccc2c(c1)OCO2	101	-12	-1	21	-2	100	-0.1	1	98	-8	-9
O=C(NCC1CCCO1)c1cccc(N2CCCC2=O)c1 (configuration not stated)	104	-3	4	61	1	99	0.6	0	98	-2	-6
CCOc1ccc(Br)cc1S(=O)(=O)Nc1cccc(S(=O)(=O)N(C)c2ccccc2)c1	121	3	2	8	3	106	3.1	1	106	1	2
CCC[N+](CC#Cc1ccccc1)(CCC)CC(=O)OC	99	-2	6	11	-1	99	1.2	-2	98	0	0
CC(C)=CCN1CCN(Cc2cc(C(C)C)n[nH]2)CC1CCO (configuration not stated)	103	-6	0	10	-3	98	0.2	-1	102	0	-5
CCN(CC)C(=O)CSc1ncnc2c1nnn2-c1ccc(OC)cc1	99	-12	38	15	-1	102	1.3	-6	97	-12	-13
O=c1c(-c2n[nH]c(=S)n2-c2ccccc2)cccn1Cc1cccc(Cl)c1	97	-26	4	13	4	?	0.2	-4	100	0	8
CC1CCc2nc(/C(C#N)=C/c3ccncc3)sc2C1 (configuration not stated)	99	-3	20	16	0	?	-0.1	-3	100	0	-5
CCOC(=O)C1(Cc2ccccc2C(F)(F)F)CCN(Cc2ccc(COC)o2)CC1	100	-9	0	20	0	94	1.3	0	91	-4	-7
COc1ccc2c(=O)c(Oc3ccc(C(=O)O)cc3)c(C(F)(F)F)oc2c1	104	-3	8	15	0	?	0.5	-3	103	-6	-5
CCOC(=O)c1c(C)[nH]c(C)c1C(=O)COC(=O)CNC(=O)c1ccc(OCC)cc1	101	-5	1	34	0	97	0.3	-18	102	-7	-10
N#C/C(=C/c1cc(Br)cs1)C(=O)NCC1CCCO1 (configuration not stated)	100	0	0	23	0	97	0.0	-1	101	0	-1
Cc1cc(N2CCN(c3nc(-c4ccc([N+](=O)[O-])cc4)cs3)CC2)c2ccccc2n1	103	-5	3	9	-1	97	0.9	-1	97	1	-5
COc1cc(/C=C/C(=O)O)cc(S(=O)(=O)Nc2ccc3nc(SC)sc3c2)c1OC	99	-5	-1	14	0	?	0.1	-2	103	-5	-7
Cn1c(Cc2ccccc2)nnc1SCC(=O)Nc1ccc2c(c1)OCCO2	100	-6	0	255*	0	97	0.1	0	97	-1	-12
CCOc1ccccc1N(CC(=O)NC1CCCCC1)C(=O)CCCC(=O)Nc1ccccn1	101	-10	10	25	-8	100	0.5	-8	101	-8	-25
CCN(CC)S(=O)(=O)c1cc(C(=O)OCC(=O)c2ccc3c(c2)NC(=O)CO3)ccc1Cl	103	-9	27	28	0	98	0.3	-8	101	-8	-16
CCOC(=O)Nc1cccc2ccccc12	100	-7	2	21	-3	100	-0.6	-9	100	-9	-26

Rewritten as a markdown table: entries from further up
| SMILES | RGS8-Gao | Bcl-B Bim block | ABCG2 block | GSH fluor | Bim-Bcl-W | RGS7-Gao reg | ABCB1 block | Bcl-XL Bim block | RGS4-Gao reg | Bcl-2 Bim block | Bim-Bfl-1 |
| --- | --- | --- | --- | --- | --- | --- | --- | --- | --- | --- | --- |
| O=C1NC(c2ccco2)Nc2ccccc21 (configuration not stated) | 103 | 0 | 7 | 11 | 4 | 100 | 0.6 | 3 | 106 | 0 | -3 |
| N#CCCN(CCC#N)C(=O)c1ccc2c(c1)OCO2 | 101 | -12 | -1 | 21 | -2 | 100 | -0.1 | 1 | 98 | -8 | -9 |
| O=C(NCC1CCCO1)c1cccc(N2CCCC2=O)c1 (configuration not stated) | 104 | -3 | 4 | 61 | 1 | 99 | 0.6 | 0 | 98 | -2 | -6 |
| CCOc1ccc(Br)cc1S(=O)(=O)Nc1cccc(S(=O)(=O)N(C)c2ccccc2)c1 | 121 | 3 | 2 | 8 | 3 | 106 | 3.1 | 1 | 106 | 1 | 2 |
| CCC[N+](CC#Cc1ccccc1)(CCC)CC(=O)OC | 99 | -2 | 6 | 11 | -1 | 99 | 1.2 | -2 | 98 | 0 | 0 |
| CC(C)=CCN1CCN(Cc2cc(C(C)C)n[nH]2)CC1CCO (configuration not stated) | 103 | -6 | 0 | 10 | -3 | 98 | 0.2 | -1 | 102 | 0 | -5 |
| CCN(CC)C(=O)CSc1ncnc2c1nnn2-c1ccc(OC)cc1 | 99 | -12 | 38 | 15 | -1 | 102 | 1.3 | -6 | 97 | -12 | -13 |
| O=c1c(-c2n[nH]c(=S)n2-c2ccccc2)cccn1Cc1cccc(Cl)c1 | 97 | -26 | 4 | 13 | 4 | ? | 0.2 | -4 | 100 | 0 | 8 |
| CC1CCc2nc(/C(C#N)=C/c3ccncc3)sc2C1 (configuration not stated) | 99 | -3 | 20 | 16 | 0 | ? | -0.1 | -3 | 100 | 0 | -5 |
| CCOC(=O)C1(Cc2ccccc2C(F)(F)F)CCN(Cc2ccc(COC)o2)CC1 | 100 | -9 | 0 | 20 | 0 | 94 | 1.3 | 0 | 91 | -4 | -7 |
| COc1ccc2c(=O)c(Oc3ccc(C(=O)O)cc3)c(C(F)(F)F)oc2c1 | 104 | -3 | 8 | 15 | 0 | ? | 0.5 | -3 | 103 | -6 | -5 |
| CCOC(=O)c1c(C)[nH]c(C)c1C(=O)COC(=O)CNC(=O)c1ccc(OCC)cc1 | 101 | -5 | 1 | 34 | 0 | 97 | 0.3 | -18 | 102 | -7 | -10 |
| N#C/C(=C/c1cc(Br)cs1)C(=O)NCC1CCCO1 (configuration not stated) | 100 | 0 | 0 | 23 | 0 | 97 | 0.0 | -1 | 101 | 0 | -1 |
| Cc1cc(N2CCN(c3nc(-c4ccc([N+](=O)[O-])cc4)cs3)CC2)c2ccccc2n1 | 103 | -5 | 3 | 9 | -1 | 97 | 0.9 | -1 | 97 | 1 | -5 |

(more compounds)
SMILES	RGS8-Gao	Bcl-B Bim block	ABCG2 block	GSH fluor	Bim-Bcl-W	RGS7-Gao reg	ABCB1 block	Bcl-XL Bim block	RGS4-Gao reg	Bcl-2 Bim block	Bim-Bfl-1
C=C(C(=O)c1ccccc1)C(C)C(=C)C(=O)c1ccccc1	100	5	9	10	10	100	2.1	7	100	5	4
Cc1c(C(=O)N2CCC(C)CC2)sc2ncnc(N(C)c3ccccc3)c12	99	-1	5	63	-3	101	0.6	-3	103	0	4
COc1ccccc1NC(=O)COC(=O)C1CC2C=CC1C2 (configuration not stated)	101	-5	2	7	0	100	0.1	-1	96	-2	-6
CCn1ncc(Cl)c1C(=O)Nc1cc(Cl)ccc1Cl	100	-15	6	23	-1	95	0.3	-5	97	-14	-15
COc1ccc(C=NCCCN2CCOCC2)cc1	102	-7	6	25	-1	99	0.8	-8	104	-11	-18
CCCCC(=O)Oc1ccccc1C1SCc2cc(C)c(C)cc2CS1	98	-6	-5	24	-2	99	0.3	-8	100	-8	-14
CCOc1ccc(C(=O)NCC(=O)OCc2c(C)noc2C)cc1OCC	101	-4	3	27	2	?	1.4	-2	100	-1	-2
CCOC(=O)C1CCN(c2nc(C)cc(C)c2C#N)CC1	101	2	13	10	0	105	1.0	0	101	2	5
O=C(/C=C/c1ccccc1)NC(=S)NNS(=O)(=O)c1ccccc1	105	-4	-1	12	-2	106	-0.7	-6	106	-4	-8
COc1ccc(N2CCN(S(=O)(=O)c3ccc(Cl)s3)CC2)cc1	102	-2	0	13	-1	103	0.3	0	101	-3	-6
CCOC(=O)Cn1nnc(-c2ccc(OCC(C)C)cc2)n1	106	-6	1	18	0	98	0.2	-7	102	-11	-13

From PubChem
